# Bioassay records: PubChem BioAssay, The Scripps Research Institute Molecular Screening Center
# TbREL1 inh: TbREL1 RNA ligase inhibitors, primary screen, biochemical, FRET fluorescence; RNA-editing ligase 1, mitochondrial (Trypanosoma brucei brucei), P86926; TbREL1 RNA ligation; inhibition, % at 9.66 µM; actives 0.49% (n = 89,000);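 active = inhibition above the mean inhibition across all screened compounds plus 3 SD, cut at about 11% in these data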;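 note: 0% = plate median of test wells and 100% = NSC42067 control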
# Target sequence (P86926 whole entry, looked up): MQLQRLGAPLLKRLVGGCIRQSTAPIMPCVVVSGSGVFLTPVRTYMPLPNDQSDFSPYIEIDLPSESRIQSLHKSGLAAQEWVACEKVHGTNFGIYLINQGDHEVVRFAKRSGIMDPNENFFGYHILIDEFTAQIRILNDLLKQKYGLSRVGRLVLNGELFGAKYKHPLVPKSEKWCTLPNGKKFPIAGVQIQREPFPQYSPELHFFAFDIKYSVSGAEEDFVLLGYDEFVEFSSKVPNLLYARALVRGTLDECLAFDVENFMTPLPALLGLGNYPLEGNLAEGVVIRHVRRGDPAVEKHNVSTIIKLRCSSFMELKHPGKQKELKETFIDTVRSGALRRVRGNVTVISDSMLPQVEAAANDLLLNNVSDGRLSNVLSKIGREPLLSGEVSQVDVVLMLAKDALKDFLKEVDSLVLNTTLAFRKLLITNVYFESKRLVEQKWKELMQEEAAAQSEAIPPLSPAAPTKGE
# * = called active by the depositor.
SMILES,TbREL1 inh
CCCCC(C(=O)NCCC(C)C)N(CCCN1CCOCC1)C(=O)c1snc(C(N)=O)c1N (stereo unspecified),-4
Cc1cccc(C)c1NC(=O)C1C(c2ccc3c(c2)OCO3)=Nc2ccccc2N1C(=O)c1ccccn1 (stereo unspecified),4
CC(=O)N1CSCC1C(=O)NNS(=O)(=O)c1ccccc1 (stereo unspecified),0
c1cnc2ccc(C(c3nnnn3C3CCCCC3)N3CCN(C4CCCCC4)CC3)cc2c1 (stereo unspecified),-3
CC(C)(C)c1ccc(S(=O)(=O)NC(=O)C2(C)CCN2C(=O)Cc2ccccc2Cl)cc1 (stereo unspecified),0
CC(=O)Nc1ccc(NC(=O)COC(=O)c2ccc([N+](=O)[O-])o2)cc1,1
Cc1ccc(NS(=O)(=O)c2ccc(Cl)nc2)c(C)c1,0
O=C1CC(/C=C/c2ccc([N+](=O)[O-])cc2)=Nc2ccccc2N1,-2
CCCCN(C(=O)C(C)Oc1ccc(Br)cc1)c1c(N)n(CC(C)C)c(=O)[nH]c1=O (stereo unspecified),-5
O=C(O)CCSc1nc2ccccc2c(=O)[nH]1,7
O=C(c1ccc(=O)[nH]n1)N1CCN(S(=O)(=O)c2ccc3ccccc3c2)CC1,-1
Cc1cc(Cl)c(C)c(S(=O)(=O)N2CCN(CC(=O)N3CCOCC3)CC2)c1Cl,5
c1coc(-c2nc(-c3ccncc3)no2)c1,0
COC(=O)[C@@H]1C[C@@]2(O)[C@@H](O)[C@@H](O)[C@@H](O)C[C@H]2N1CC(c1ccccc1)c1ccccc1,-1
O=c1c2[nH]c3ccc(F)cc3c2ncn1CCC1=CCCCC1,8
CCSc1nnc(-c2cnn(-c3ccccc3)c2-n2cccc2)n1C,-4
CCCn1c(CCNC(=O)c2ccco2)nc2ccccc21,1
Cn1c(=O)[nH]c(=O)c2c1ncn2CCN1CCOCC1,1
Cc1cc(C)c(NC(=O)CSc2ccc3nnc(CCNC(=O)c4ccccc4)n3n2)c(C)c1,0
CCOC(=O)N1C(=O)[C@](c2ccc(Cl)cc2)(C(C)C)N1C(=O)OCC,-3
Cn1c(N=Nc2ccc(N3CCOCC3)cc2)[n+](C)c2ccccc21,23*
Cc1ccc(S(=O)(=O)Nc2ccccc2NS(=O)(=O)c2ccc(C)cc2)cc1,-2
Cc1ccc(Cl)c(OC(=O)C2CSC3(C)CCC(=O)N23)c1 (stereo unspecified),-2
COCc1c(C(=O)OCC(=O)N2CCCC2=O)oc2ccccc12,3
O=C(Nc1ccc(F)c(F)c1)C1CCN(S(=O)(=O)c2cccc3nonc23)CC1,7

# Arranged by SMILES length (high to low): some entries from above.
SMILES,TbREL1 inh
O=C(c1ccc(=O)[nH]n1)N1CCN(S(=O)(=O)c2ccc3ccccc3c2)CC1,-1
O=C(Nc1ccc(F)c(F)c1)C1CCN(S(=O)(=O)c2cccc3nonc23)CC1,7
Cc1ccc(NS(=O)(=O)c2ccc(Cl)nc2)c(C)c1,0

# Other structures:
SMILES,TbREL1 inh
O=C(OCC#CCSc1nnc(-c2cccc3ccccc23)o1)c1ccccc1,-2
FC(F)Oc1ccccc1NC(=S)Nc1cccc(Cl)c1Cl,0
O=C(Nc1ccc(-n2ccnc2P(=O)(O)c2ccccc2)cc1)c1ccccc1Br,4
O=C1CCCN1CCCNc1ncnc2c1[nH]c1ccccc12,2
COc1ccc(-n2c(Cn3c(=O)sc4ccccc43)nnc2SCC(N)=O)cc1,1
CCCCCCNC(=O)c1cccc(-c2ccc(C)c3ccccc23)n1,8
COc1ccc(CCn2nnnc2C(c2ccc(C)cc2)N2CCN(C)CC2)cc1OC (stereo unspecified),-1
Cc1ccc2c(c1)-c1c(cnn1CC(=O)NCCc1ccc(O)cc1)CO2,-1
COC(=O)[C@@]12CCCCN1[C@H](c1ccc(-c3ccc(C(C)=O)cc3)cc1)[C@@H]1C(=O)N(C)C(=O)[C@@H]12,-3
Cc1cccc(NC(=O)c2cccc(OC(=S)N3CCOCC3)c2)c1C,0
CC(Oc1ccc(F)cc1)C(=O)/C=C\N(C)C (stereo unspecified),-3
CC(C)(C)N(NC(=O)c1ccccc1)C(=O)c1ccc(C(=O)N(NC(=O)c2ccccc2)C(C)(C)C)cc1,6
Cc1ccc(S(=O)(=O)N2C[C@H]3[C@H]4C(=O)N(c5ccccc5)C(=O)[C@H]4C[C@H](OC(=O)NC4CC4)[C@@]3(O)C2)cc1,-3
Cc1c(C(=O)Nc2ccc(-n3cnnn3)cc2)oc2ccccc12,0
CCCC[C@H]1C2CC(OC(=O)Nc3ccccc3Cl)C(C2)[C@H]2CCCCN21 (stereo partly specified),4
CNC(=O)c1ccccc1NC(=O)c1c(O)c2c([nH]c1=O)CCCC2,-1
Cc1ccc(NC(=O)c2ccc(C)cc2)cc1,2
CCCCNS(=O)(=O)c1ccc2nc(-c3cccnc3)cc(C(=O)NC(C)CC)c2c1 (stereo unspecified),4
Cc1cc(Sc2nc(NC(C)(C)C)nc(N3CCOCC3)n2)nc(Cl)n1,2
NS(=O)(=O)c1ccc(Nc2nc(-c3ccccc3)cs2)cc1,1
O=C(O)c1oc2ccccc2c1CN1CCN(c2ccccc2)CC1,-2
COc1cccc(C(=O)NNC(=O)/C=C/c2ccccc2)c1,2
CCOc1ccc(/C=N/OCC(=O)NCc2cccs2)cc1,-1
COc1ccc(C(=O)COC(=O)CCN2C(=O)C3CC=CCC3C2=O)c(OC)c1 (stereo unspecified),6
Cc1ccccc1C(=O)Nc1nc(-c2cccnc2)cs1,6

# Of the compounds above, eight contain a Cl atom.
SMILES,TbREL1 inh
CC(C)(C)c1ccc(S(=O)(=O)NC(=O)C2(C)CCN2C(=O)Cc2ccccc2Cl)cc1 (stereo unspecified),0
Cc1ccc(NS(=O)(=O)c2ccc(Cl)nc2)c(C)c1,0
Cc1cc(Cl)c(C)c(S(=O)(=O)N2CCN(CC(=O)N3CCOCC3)CC2)c1Cl,5
CCOC(=O)N1C(=O)[C@](c2ccc(Cl)cc2)(C(C)C)N1C(=O)OCC,-3
Cc1ccc(Cl)c(OC(=O)C2CSC3(C)CCC(=O)N23)c1 (stereo unspecified),-2
FC(F)Oc1ccccc1NC(=S)Nc1cccc(Cl)c1Cl,0
CCCC[C@H]1C2CC(OC(=O)Nc3ccccc3Cl)C(C2)[C@H]2CCCCN21 (stereo partly specified),4
Cc1cc(Sc2nc(NC(C)(C)C)nc(N3CCOCC3)n2)nc(Cl)n1,2

# Additional compounds
SMILES,TbREL1 inh
CC1(C)CC(=O)C=C(Nc2ccccc2NC(=O)c2cc(F)ccc2F)C1,-3
Cc1nn2c(-n3ccnc3C)c3c(nc2c1-c1ccccc1)CCC3,6
COc1ccc(C2Nc3ccccc3C(=O)N2NC(C)=O)cc1OC (stereo unspecified),-2
Cc1ccc(NC(=O)COC(=O)c2c(-c3ccccc3)noc2C)c(C)c1,-2
O=C1C[C@H]2CCCCC(=O)N3CC[C@@H](C1)[C@@H]23,0
CCCOC(=O)c1c(-c2ccc(OC)cc2)oc2ccc(-c3ccc(OC)nc3)cc12,-1
CCC(CC)C(=O)N1N=C(c2ccc(NS(C)(=O)=O)cc2)CC1c1ccccc1 (stereo unspecified),0
CN(Cc1ccccc1)C(=O)c1ccccc1Br,4
COC(=O)c1ccccc1NC(=S)N1CCC(N2CCCCC2)CC1,10
CCCNC(=O)c1onc(CSc2cccc(OC)c2)c1C(=O)NCCC,5
COc1cc(OC)cc(-c2c(C#Cc3ccsc3)c3cc(-c4ccc(OC)c(F)c4)ccc3n2C)c1,0
CCN1CCN(CC(O)COc2ccc(Cl)cc2)CC1 (stereo unspecified),2
Clc1ccc(-c2nc(Cc3ccccc3Cl)no2)cc1,0
CC(=O)c1ccc(NC(=O)CSc2nnc(Cc3cccn3C)n2-c2ccc(F)cc2)cc1,-5
COc1ccc(N(CC(=O)NCCc2ccccc2)C(=O)CCC(=O)Nc2nccs2)cc1,-1
COC(=O)[C@@]12C[C@@H](CC(=O)N3CCC(c4ccccc4)CC3)C(=O)N(Cc3ccccc3)C1=CCC(C)(C)C2,-3
CCN(CC)CCCN(Cc1cc2cc(OC)c(OC)cc2[nH]c1=O)C(=O)Nc1ccccc1,0
CCCn1c(SCC(=O)Nc2cc(C)on2)n[nH]c1=O,2
CCOc1cc(N2C(=O)CC3CS(=O)(=O)CC32)c(OCC)cc1NC(=O)c1ccccc1 (stereo unspecified),0
Cc1ccc(CN2CCCCC(NC(=O)Nc3ccccc3-c3ccccc3)C2=O)cc1 (stereo unspecified),-3
Cc1ccc(S(=O)(=O)NCCC(=O)OCC(=O)NC(=O)c2cccn2C)cc1,-4
CN1C=CC=C/C1=C1\SC(=S)N(Cc2ccccc2)C1=O,-6
Cc1cc(OC(=O)NCCc2ccc(F)cc2)ccc1F,0
O=C(CSc1nnc(-c2ccco2)o1)NC(=O)Cc1ccccc1,3
Cc1ccc(SCC(=O)Nc2cccc(S(=O)(=O)N3CCOCC3)c2)cc1C,2
# Additional compounds follow:
SMILES,TbREL1 inh
Cc1nc(NCC2CCCO2)nc2c1C(=O)CC(C)(C)C2 (stereo unspecified),-1
Cc1ccc2[nH]c(=O)c(C3C(C#N)=C(N)Oc4c3ccc3cccnc43)cc2c1 (stereo unspecified),-3
C=CC[C@@H](Cc1ccc(F)cc1)C(=O)OC[C@@H]1CCCN1C(=O)[C@@H](CC=C)CC(=O)N[C@H](CO)Cc1ccccc1,-2
O=C(Cn1c(Cc2ccccc2)nc2ccccc21)NCc1ccc2c(c1)OCO2,-1
O=C(COc1ccc(Cl)cc1)NCCN1CCCCC1,-1
CC1CN(c2nc3c(c(=O)n(C)c(=O)n3C)n2Cc2c(F)cccc2Cl)CC(C)O1 (stereo unspecified),0
Cc1ccc(OCC(=O)Nc2ccc(S(=O)(=O)Nc3ccccn3)cc2)c(C)c1,2
O=C(CSc1ccc([N+](=O)[O-])cn1)Nc1ccc(N2CCOCC2)cc1,6
CCNC1(C#N)CCN(Cc2ccccc2)CC1,4
Cc1cccc2sc(NC(=O)c3ccc(Cl)s3)nc12,3
COC(=O)c1ccc(N2CC3CNC(=O)C2(C(=O)OC)N3C)cc1 (stereo unspecified),1
COc1ccc2cc(C(=O)NCc3ccccc3CN3CCCC3)ccc2c1,10
O=C(CN1CCCC1c1ccc2c(c1)OCCO2)NC(=O)Nc1ccccc1 (stereo unspecified),-3
COc1ccc(CN2CCC(=O)N([C@H](CO)CC(C)C)CC2)cc1OC,4
COC(=O)C(Cc1ccc(O)cc1)NC(=O)Cn1cc(C)c(=O)[nH]c1=O (stereo unspecified),11*
CCOC(=O)N1CCC(NC(=O)CS(=O)Cc2nc(-c3ccc(OC)c(OC)c3)oc2C)CC1 (stereo unspecified),-1
CN1CCN(C(=O)c2ccc(S(=O)(=O)Nc3ccccc3)cc2)CC1,2
Cc1ccc(CSCCC(=O)NCCc2ccc(Cl)cc2)cc1,-2
CCOC(=O)C(=O)N1CCC(C(=O)NC2CCCc3ccccc32)CC1 (stereo unspecified),1
O=C(CNc1ccccc1)N/N=C/c1cc([N+](=O)[O-])ccc1N1CCCC1,0
CC1CCCN(C(=O)c2ccc(Br)c(S(=O)(=O)N3CCOCC3)c2)C1 (stereo unspecified),6
Clc1ccc(Cc2ccc(Cl)nn2)c(Cl)c1,6
COc1ccc(NC(=O)CS(=O)c2ccc(F)cc2)cc1 (stereo unspecified),4
ClCCCc1cn(C[C@H]2CC[C@@H]([C@@H]3CC[C@H](Cn4cc(CCCCl)nn4)O3)O2)nn1,0
O=C(NCc1ccc(Cl)cc1)N1CCOCC1,-1

# A different layout for part of the listing above:
TbREL1 inh,Structure
8,O=c1c2[nH]c3ccc(F)cc3c2ncn1CCC1=CCCCC1
-2,Cc1ccc(NC(=O)COC(=O)c2c(-c3ccccc3)noc2C)c(C)c1
1,CCCn1c(CCNC(=O)c2ccco2)nc2ccccc21
4,CCNC1(C#N)CCN(Cc2ccccc2)CC1
4,O=C(Nc1ccc(-n2ccnc2P(=O)(O)c2ccccc2)cc1)c1ccccc1Br

# Continued:
SMILES,TbREL1 inh
O=C(Cc1ccccc1)NC(=S)Nc1ccc2oc(-c3ccccc3F)nc2c1,-3
O=C(C1CC(=O)N(c2ccccc2)C1)N1CCC(c2nc3ccccc3[nH]2)CC1 (stereo unspecified),0
CC(C)CN1CCC(=O)N([C@H](COc2ccccc2)c2ccccc2)CC1,3
CCCN1CCN(CCCNC(=O)c2ccc3nc(N4CCC(C)CC4)sc3c2)CC1,7
Cc1cccc(C)c1NC(=O)C(c1cccc(F)c1)N1CCN(C)CC1 (stereo unspecified),-3
O=C(CCCCCN1C(=O)c2ccccc2C1=O)Nc1ccc(F)cc1,1
COc1ccc(Cn2cc(COC(=O)N3CCOCC3)nn2)cc1,10
Cc1ccc(S(=O)(=O)N2[C@@H](c3ccccc3)C(C(=O)O)=CC[C@H]2c2cccc(C)c2)cc1,-2
C=CC[C@H](CC(=O)OC(C)(C)C)C(=O)OC[C@H]1CCCN1C(=O)[C@H](CC=C)CC(=O)NCCO,-2
O=C(CN(Cc1ccccc1)S(=O)(=O)c1ccc(F)cc1)NCc1cccnc1,-1
Cc1cc(C)nc(SCc2csc(N)n2)n1,0
COc1ccc(C(NC(=O)c2cccnc2)c2cc(Cl)c3cccnc3c2O)cc1OC (stereo unspecified),-11
CCCN1C(=O)c2[nH]nc(-c3ccccc3)c2C1c1ccc(C)cc1 (stereo unspecified),-1
Cc1ccc(/C=N/N=C2/NC(=O)C(CC(=O)N3CCOCC3)S2)cc1 (stereo unspecified),1
CC(C)(C)n1nnnc1C(c1ccccc1)N1CCN(C(=O)C2CCCO2)CC1 (stereo unspecified),0
Cc1ccc(Nc2nc(N)nc(CSc3nccn3C)n2)cc1,0
CC1CN(CCOc2ccccc2[N+](=O)[O-])CC(C)O1 (stereo unspecified),1
N#CC1=C(N)N=C(SCc2cccc3ccccc23)C(C(N)=O)C12CCCCC2 (stereo unspecified),-2
Cc1oc(-c2ccc(Cl)cc2)nc1CN1CCCN(C(=O)c2ccco2)CC1,1
Cc1ccc(Cn2ccc(NC(=O)c3nn(C)cc3[N+](=O)[O-])n2)cc1,3
CC(=O)Nc1ccc(C(=O)NNC(=O)c2ccccc2-n2cccc2)cc1,1
NC(=O)CCC(NC(=S)Nc1ccccc1)C(=O)O (stereo unspecified),-1
Cc1nc(NC(=O)COc2ccccc2)sc1C(=O)Nc1cccc(Cl)c1,4

# This is a subset. The share of hits here may be higher or lower than overall.
